Source: PubChem BioAssay (Broad Institute)
DENV2 CPE = protects cells from dengue virus 2 cytopathic effect; CPE inhibition, % at 9.99 µM; 1.7% of 350,000 active; DENV2-infected cells, cytopathic effect rescue, plate reader; in the data active = CPE inhibition above about 20%, passing the limit was not always enough; inconclusive = no clear call, values can overlap the other calls; tested in BHK-21 cells;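 note: 0% = median of neutral control wells and 100% = median of positive control wells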
ERp5 block = ERp5 (human) disulfide isomerase inhibition | 0.05% of 350,000 active | Q15084 | ERp5 insulin aggregation, absorbance 650 nm, 90 min | inhibition, % at 9.99 µM;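 active = mean replicate inhibition above about 25%, with every replicate also reaching it, limit read from the data, passing the limit was not always enough; inconclusive = only one of those two criteria met; inactive = neither criterion met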
Target sequence (Q15084 whole entry, looked up): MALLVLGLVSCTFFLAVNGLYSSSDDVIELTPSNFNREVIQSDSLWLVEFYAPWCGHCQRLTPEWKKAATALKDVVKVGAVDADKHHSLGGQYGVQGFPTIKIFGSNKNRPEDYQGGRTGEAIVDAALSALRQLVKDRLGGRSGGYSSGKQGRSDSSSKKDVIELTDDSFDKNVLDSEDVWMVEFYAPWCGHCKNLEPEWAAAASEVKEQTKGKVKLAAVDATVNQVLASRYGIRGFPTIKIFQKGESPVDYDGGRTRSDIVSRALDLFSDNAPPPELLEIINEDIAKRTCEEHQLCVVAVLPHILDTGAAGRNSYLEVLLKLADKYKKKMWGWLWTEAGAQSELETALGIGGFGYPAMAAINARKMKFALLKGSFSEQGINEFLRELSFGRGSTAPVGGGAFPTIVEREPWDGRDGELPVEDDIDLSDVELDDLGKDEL
SIRT5 block = sirtuin-5 (human) deacylase inhibition. Purified SirT5, succinyl-peptide AMC, trypsin-coupled fluorescence. 1.1% of 330,000 active. inhibition, % at 15 µM; in the data active = inhibition above about 15%; inconclusive = no clear call, values can overlap the other calls
Target sequence (Q9NXA8 whole entry, looked up): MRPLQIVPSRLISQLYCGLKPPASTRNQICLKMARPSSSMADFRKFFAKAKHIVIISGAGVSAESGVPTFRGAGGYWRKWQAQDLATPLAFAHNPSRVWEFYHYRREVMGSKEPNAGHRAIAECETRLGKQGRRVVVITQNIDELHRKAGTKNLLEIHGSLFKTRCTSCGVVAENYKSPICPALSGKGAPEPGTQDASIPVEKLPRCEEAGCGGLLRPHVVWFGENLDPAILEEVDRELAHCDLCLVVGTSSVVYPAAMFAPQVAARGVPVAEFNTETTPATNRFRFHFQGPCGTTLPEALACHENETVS
Casp6 inh = caspase-6 (human) enzyme inhibition; purified caspase-6, Z-VEID-R110 cleavage fluorescence; 0.53% of 350,000 active; inhibition, % at 12.5 µM; P55212;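 active = mean inhibition across replicates at least about 35%, with every replicate also reaching that limit, limit read from the data; inconclusive = only one of the two criteria met; inactive = neither criterion met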;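 note: 0% = median of neutral control wells and 100% = no fluorescence left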
Target sequence (P55212 24-179 limits assumed): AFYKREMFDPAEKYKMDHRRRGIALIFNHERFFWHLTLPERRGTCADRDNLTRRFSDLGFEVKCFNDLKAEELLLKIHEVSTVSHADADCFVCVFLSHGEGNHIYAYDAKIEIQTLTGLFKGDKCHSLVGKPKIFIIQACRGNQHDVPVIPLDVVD
Target sequence (P55212 194-293 limits assumed): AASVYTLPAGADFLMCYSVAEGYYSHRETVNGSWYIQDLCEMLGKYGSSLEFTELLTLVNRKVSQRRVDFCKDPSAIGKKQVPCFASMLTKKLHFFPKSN
miR-122 sensor = miR-122 inhibition in Huh7 cells; 0.3% of 340,000 active; activation (reporter increase), % at 12.5 µM; AID 602342; Huh7 miR-122 Renilla luciferase sensor, 48 h; neutral wells = 0, positive control = 100;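 active = mean replicate activation score at least 90 and every replicate individually at or above 90; inconclusive = only one of the two criteria met; inactive = neither criterion met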;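 note: higher luciferase means less miR-122 activity so hits act as miR-122 inhibitors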
ERAP1 HTS inh = inhibitors of human ERAP1 aminopeptidase. recombinant ERAP1, Leu-AMC fluorescence, 60 min. inhibition, % at 10.7 µM. 0.15% of 340,000 active;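 active = mean replicate inhibition of at least 30%, or all replicates individually reaching that 30% level; inactive = mean below 30% and not every replicate reaching it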;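 note: 0% = neutral control wells and 100% = L-leucinethiol positive control wells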
CFTR F508del cor = CFTR F508del correction in bronchial cells | 0.36% of 350,000 active | CFBE cells, YFP halide quenching; stimulated with forskolin plus potentiator P3; % fluorescence drop versus neutral controls | activity (quench increase), % at 7.58 µM | AID 720511;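 active = mean added fluorescence quench of at least 8% versus neutral control, with both replicates also reaching 8%; inconclusive = only one of the mean or replicate conditions met; inactive = mean below 8% and not both replicates reaching 8%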;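 note: cells transiently co-express mutant CFTR-F508del with the halide-sensitive YFP; corrector assay measuring rescue of mutant channel to the surface after 24 h compound exposure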
An asterisk follows results filed as active; u = inconclusive; x = not tested or not shown; [ ] = another dose, or the depositor's remark.

No.	Compound	CFTR F508del cor	SIRT5 block	ERp5 block	miR-122 sensor
1	CC1=C(C(=O)Nc2cc(C(=O)NCCC(C)C)ccc2C)SCCO1	-2.4	-3	0	x
2	CC(=O)c1c(C)[nH]c(C(=O)Nc2cccc3ccccc23)c1C	1.2	-5	1	7
3	Cc1ccccc1S(=O)(=O)NCC[C@H]1CC[C@H](NC(=O)Nc2cccc(F)c2)[C@@H](CO)O1	0.5	0	-3	x
4	O=[N+]([O-])c1ccc2c(c1)C=C1CCCCC1(N1CCCC1)O2 (stereo not given)	x	5	2	0
5	CCc1cccc2c1NC(=O)C21OCCO1	-1.0	-4	7	5
6	C[n+]1ccc(C(=O)Nc2ccccc2Cl)cc1	x	-3	4	-1
7	COc1ccc2c3c(n(C)c2c1)[C@@H](CO)N(C(=O)NC(C)C)CC31CCN(C(=O)NC(C)C)CC1	-1.3	-5	-11	x
8	O=C(O)C1OC(Oc2cc3oc(-c4ccccc4)cc(=O)c3c(O)c2O)C(O)C(O)C1O (stereo not given)	0.8	x	7	-3
9	Cc1nc(SCC(=O)O)n[nH]1	-1.1	x	0	x
10	COc1cc([C@@H]2CC=C(C(=O)O)CN2S(=O)(=O)c2ccc(C)cc2)cc(OC)c1OC	-4.4	x	5	2

No.	Casp6 inh	DENV2 CPE	ERAP1 HTS inh
1	1	-2	-2
2	3	8	1
3	2	-3	-1
4	1	6	2
5	4	5	2
6	0	-3	102*
7	0	-5	1
8	1	u	2
9	-4	x	-1
10	0	-14	x

Other compounds follow:
No.	Compound	CFTR F508del cor	SIRT5 block	ERp5 block	miR-122 sensor
11	CCN(C[C@H]1N[C@@H](CO)[C@H]1c1ccc(C2=CCCC2)cc1)C(=O)c1ccccc1	-3.3	11	1	-18[16.7 µM]
12	CO[C@@H](CN(C)C(=O)c1ccc2c(c1)OCO2)[C@H](C)CN([C@H](C)CO)S(=O)(=O)c1ccccc1	-1.1	-1	-5	x
13	CCOc1ccc(CC(=O)Nc2nccs2)cc1OCC	3.4	-3	-11	-2
14	COC(=O)c1c(NC(=O)C2CC2)sc(C(=O)Nc2ccccc2)c1C	-1.4	-2	2	2
15	CC(C)Nc1ccc(-n2nc3ccccc3[n+]2[O-])cc1	-0.8	0	0	-5
16	Cc1ccc(C)c(NC(=O)CSc2nnc(-c3cc(C)[nH]n3)n2N)c1	1.4	-2	x	-1
17	COC(=O)C1CC(=O)N(Cc2ccccc2)C1 (stereo not given)	-1.1	2	0	x
18	CC(=O)Nc1nc2cc(C(N)=O)ccc2s1	-2.1	x	9	1
19	CCNC(=O)N(CC)C[C@H]1N[C@@](CC)(C(=O)OC)[C@H]2C(=O)N(Cc3ccccc3)C(=O)[C@@H]12	0.1	x	3	x
20	c1ccc2cc(CCO[C@H]3CCCCO3)ncc2c1	0.7	-2	-1	-2

No.	Casp6 inh	DENV2 CPE	ERAP1 HTS inh
11	-1	-7	-1
12	1	-4	-1
13	-3	7	6
14	-4	-5	5
15	1	-8	2
16	0	11	-1
17	9	0	0
18	-1	4	x
19	-4	20	2
20	-1	-7	3

New compounds follow.
No.	Compound	CFTR F508del cor	SIRT5 block	ERp5 block	miR-122 sensor
21	CC(=O)Nc1ccccc1-c1nc2ccc(C(=O)N3CCN(c4cccc(C)c4)C(C)C3)cc2[nH]c1=O (stereo not given)	-1.1	2	-3	-9
22	COc1ccc(NC(=O)N(C)C[C@H]2OCc3ccccc3-c3c(n(C)c4ccccc34)C(=O)N([C@@H](C)CO)C[C@H]2C)cc1	0.3	-3	3	x
23	CO[C@H]1CC[C@H]2CCOc3ccc(C#N)cc3C(=O)N(C)C[C@H](c3ccccc3)CC(=O)N(C)C[C@@H]1O2	x	-1	1	x
24	O=[N+]([O-])c1ccc(C=NN2CCOCC2)s1	-0.5	3	2	-15
25	Cc1ccc(-n2c(N)cc(=O)nc2SCC(=O)NC2CCCCC2)cc1C	1.9	-2	3	3
26	Cc1nnc(SCC(=O)Nc2ccc(O)cc2)c2ccccc12	-2.6	-4	0	-4
27	Cc1cccc(C2=NN(c3ccc(Br)cc3)[C@@H](C(=O)N3CCOC3=O)[C@@H]2c2ccc(F)cc2)c1	1.2	x	-7	2
28	O=C(NC1CC(=O)N(c2ccccc2)C1)C1CC1 (stereo not given)	1.1	-2	-1	-2
29	CCCCNS(=O)(=O)c1cccc(NC(=O)[C@@H]2O[C@H](CO)[C@@H](O)[C@H]2O)c1	-5.3	6	2	3
30	N#C[C@@H]1[C@@H](c2ccc(C3=CCCC3)cc2)[C@@H](CO)N1C(=O)c1cccc(F)c1	-0.3	1	-9	x

No.	Casp6 inh	DENV2 CPE	ERAP1 HTS inh
21	4	-6	-5
22	-1	7	-1
23	1	-8	1
24	0	-6	-2
25	-2	9	-7
26	-3	3	-2
27	1	0	4
28	-1	14	-1
29	-1	-9	-4
30	0	-3	1

New compounds follow:
No.	Compound	CFTR F508del cor	SIRT5 block	ERp5 block	miR-122 sensor
31	Cc1cc(NC(=O)CSc2nc(C(C)(C)C)nc3ccccc23)no1	6.9	-3	-4	x
32	CCOC(=O)CSc1nc(C)cc2c1C(=O)OC2	0.8	1	-1	-2
33	Cc1ccccc1S(=O)(=O)Cc1ccc(C(=O)NC2CCCCCC2)o1	1.4	-7	8	x
34	N#Cc1ccc(-c2ccc([C@@H]3[C@H]4CN(S(=O)(=O)c5ccccc5)CCCCN4[C@H]3CO)cc2)cc1	3.3	1	1	2[16.7 µM]
35	CC1(C(=O)NS(=O)(=O)c2ccccc2OC(F)(F)F)CCN1C(=O)c1ccco1 (stereo not given)	-1.5	x	7	-6
36	Cc1ccccc1Sc1ccc([N+](=O)[O-])cn1	3.1	x	1	x
37	CN(CC(=O)Nc1ncn[nH]1)S(=O)(=O)c1ccc(Br)cc1	-0.2	-2	5	-9
38	Cc1nc2ccccc2c(=O)n1/N=C/c1ccccc1Cl	0.9	-1	0	5
39	O=C(/C=C/c1ccc2c(c1)OCO2)c1cccnc1	4.6	-1	1	x
40	COc1ccc(CC(=O)OCn2nnc3ccccc3c2=O)cc1OC	-3.8	0	-3	-8

No.	Casp6 inh	DENV2 CPE	ERAP1 HTS inh
31	0	-2	3
32	5	-4	-4
33	2	4	-1
34	-3	7	2
35	0	-1	-3
36	1	5	x
37	-3	2	2
38	0	3	1
39	x	3	3
40	0	-1	x

More entries.
No.	Compound	CFTR F508del cor	SIRT5 block	ERp5 block	miR-122 sensor
41	Cc1ccc(C(=O)Nc2ccccc2)cc1S(=O)(=O)Nc1ccc(Cl)cn1	1.3	-3	1	x
42	O=c1oc(C2(O)CCCCC2)cc2ccc(/C=C/c3ccc(F)cc3)cc12	5.0	x	1	-8
43	CO[C@H](CN(C)C(=O)C1CCOCC1)[C@H](C)CN(C(=O)Nc1ccc(F)cc1)[C@H](C)CO	-1.4	1	-2	x
44	Cn1cnc(S(=O)(=O)N2C[C@H](O)COC[C@@H]3O[C@H](CC(=O)NCc4ccc(F)cc4)CC[C@H]32)c1	1.8	3	1	2[16.7 µM]
45	COc1ccccc1N(C(=O)c1ccco1)C(C(=O)NC1CCCC1)c1cccs1 (stereo not given)	-0.6	-4	2	11
46	CC=Cc1ccc2n(c1=O)C[C@H]1[C@H](CO)[C@@H](C(=O)N[C@H](C)c3ccccc3)N(C(=O)c3ccccn3)[C@@H]21 (mixture of isomers)	2.1	3	-2	7[16.7 µM]
47	O=C(NCCS(=O)c1ccc(Cl)cc1)c1cccc(Cl)c1 (stereo not given)	2.3	-3	-2	-5
48	CC(C)(C)CC(=O)Nc1nnc(CCc2ccccc2)s1	1.7	-5	-5	-1
49	CN(CC(=O)Nc1ccc(Cl)c(C(F)(F)F)c1)C(=O)C1CC(=O)N(CCc2ccccc2)C1 (stereo not given)	1.2	-10	-6	2
50	Cc1nc(N)nc(Nc2ccc(C#N)cc2)c1Br	0.2	-2	7	-10

No.	Casp6 inh	DENV2 CPE	ERAP1 HTS inh
41	2	-2	0
42	1	-12	-1
43	4	10	1
44	-2	-10	-2
45	1	-2	-1
46	4	3	1
47	0	-4	1
48	-3	-8	-2
49	1	-1	2
50	-6	1	x

Next section:
No.	Compound	CFTR F508del cor	SIRT5 block	ERp5 block	miR-122 sensor
51	C[C@@H]1CN([C@@H](C)CO)C(=O)Cc2cc(NC(=O)Nc3ccc(C(F)(F)F)cc3)ccc2O[C@H]1CN(C)S(=O)(=O)c1cccs1	5.2	9	-2	-3[16.7 µM]
52	C=CCN(CC=C)Cc1c(C)[nH]c2ccc(C(=O)OCC)cc2c1=O	-1.0	0	-4	-14
53	COc1ccc(NC(=O)c2sc3nc(N4CCCC4)c4c(c3c2N)CC(C)(C)OC4)cc1	5.8	-2	0	x
54	C[C@@H]1CN([C@@H](C)CO)C(=O)c2cccc(NC(=O)c3ccncc3)c2O[C@H]1CN(C)Cc1ccc(C(=O)O)cc1	0.3	-2	4	3[16.7 µM]
55	COc1ccc2c(c1)OC(=O)CC2c1cc(OC)c(OC)c(OC)c1 (stereo not given)	2.6	0	-4	-6
56	CN(C)CC#Cc1ccc([C@H]2[C@H](CO)N3CCCCN(C(=O)NC4CCCC4)C[C@@H]23)cc1	0.6	13	4	3[16.7 µM]
57	Cc1ccc(N2C(=O)CSC2=S)cc1C	-2.9	1	-4	-4
58	CCC(C)(C)NC(=O)C(c1cccc(OC)c1OC)N(C(=O)CCC(=O)Nc1cc(C)on1)C(C)C (stereo not given)	1.1	x	0	-6
59	N#CC1=C(N)OC2=C(C(=O)CC(c3ccccc3)C2)C1c1ccc2c(c1)OCO2 (stereo not given)	x	-5	4	x
60	COc1cc(OCc2ccccc2)c2c(CCC(=O)O)cc(=O)oc2c1	-1.5	-74	-8	-5

No.	Casp6 inh	DENV2 CPE	ERAP1 HTS inh
51	1	35*	0
52	2	4	-2
53	-3	5	3
54	3	2	-2
55	-1	0	x
56	-3	-9	-1
57	-4	-3	0
58	-2	2	6
59	2	1	14
60	1	-7	-1

In the list so far, these have fluorine:
No.	Compound	CFTR F508del cor	SIRT5 block	ERp5 block	miR-122 sensor
3	Cc1ccccc1S(=O)(=O)NCC[C@H]1CC[C@H](NC(=O)Nc2cccc(F)c2)[C@@H](CO)O1	0.5	0	-3	x
27	Cc1cccc(C2=NN(c3ccc(Br)cc3)[C@@H](C(=O)N3CCOC3=O)[C@@H]2c2ccc(F)cc2)c1	1.2	x	-7	2
30	N#C[C@@H]1[C@@H](c2ccc(C3=CCCC3)cc2)[C@@H](CO)N1C(=O)c1cccc(F)c1	-0.3	1	-9	x
35	CC1(C(=O)NS(=O)(=O)c2ccccc2OC(F)(F)F)CCN1C(=O)c1ccco1 (stereo not given)	-1.5	x	7	-6
42	O=c1oc(C2(O)CCCCC2)cc2ccc(/C=C/c3ccc(F)cc3)cc12	5.0	x	1	-8
43	CO[C@H](CN(C)C(=O)C1CCOCC1)[C@H](C)CN(C(=O)Nc1ccc(F)cc1)[C@H](C)CO	-1.4	1	-2	x
44	Cn1cnc(S(=O)(=O)N2C[C@H](O)COC[C@@H]3O[C@H](CC(=O)NCc4ccc(F)cc4)CC[C@H]32)c1	1.8	3	1	2[16.7 µM]
49	CN(CC(=O)Nc1ccc(Cl)c(C(F)(F)F)c1)C(=O)C1CC(=O)N(CCc2ccccc2)C1 (stereo not given)	1.2	-10	-6	2
51	C[C@@H]1CN([C@@H](C)CO)C(=O)Cc2cc(NC(=O)Nc3ccc(C(F)(F)F)cc3)ccc2O[C@H]1CN(C)S(=O)(=O)c1cccs1	5.2	9	-2	-3[16.7 µM]

No.	Casp6 inh	DENV2 CPE	ERAP1 HTS inh
3	2	-3	-1
27	1	0	4
30	0	-3	1
35	0	-1	-3
42	1	-12	-1
43	4	10	1
44	-2	-10	-2
49	1	-1	2
51	1	35*	0
